IMPase inh: cell-permeable inhibitors of inositol monophosphatase (IMPase); CHO-M1 cells, IP1 accumulation, HTRF TR-FRET ratio; AID 901; P97697; 120,000 tested, under 10 active; inhibition (IP1 accumulation), % at 46.1 µM; active = well fitted curve in the direction sought with a large enough effect in the signal ratio, not every such curve was filed as active; inconclusive = small, poorly fitted or top-dose-only effect, or a change in a side signal; inactive = no such curve, though single readings can be large or run the other way; the % refers to the signal ratio;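 note: cells stimulated with carbachol in lithium chloride buffer; plate controls were DMSO basal wells for no effect and reference inhibitor wells for full effect; higher means more IMPase inhibition seen as more IP1 and lower FRET ratio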
Target sequence (P97697 whole entry, looked up): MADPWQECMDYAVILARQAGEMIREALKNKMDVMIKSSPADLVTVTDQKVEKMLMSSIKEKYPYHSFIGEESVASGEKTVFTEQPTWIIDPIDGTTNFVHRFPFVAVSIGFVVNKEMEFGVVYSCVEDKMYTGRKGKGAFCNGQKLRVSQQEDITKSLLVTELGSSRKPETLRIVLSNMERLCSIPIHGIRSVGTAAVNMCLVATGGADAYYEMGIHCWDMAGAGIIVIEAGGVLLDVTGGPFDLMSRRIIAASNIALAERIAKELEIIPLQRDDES
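Carbachol-driven Gq signalling in CHO-M1 cells (2000/well) generates IP1. Compounds that block IMPase raise IP1 and so reduce the FRET signal from Eu-anti-IP1 and d2-IP1 after a 10 min room-temperature lysis.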
15-hLO-2 inh: 15-hLO-2 (ALOX15B) enzyme inhibition | 110,000 compounds, 0.56% hits | purified 15hLO-2, xylenol orange hydroperoxide absorbance | Potency, µM (series often up to 57.1 µM), for the others: top-dose activity change, negative = inhibition, hits mostly inhibitors | O15296; note: potency is the fitted concentration of half-maximal effect; nearly all actives have a fitted effect of over 60% in size; many of its hits are not listed in these tables
Target sequence (O15296 whole entry, looked up): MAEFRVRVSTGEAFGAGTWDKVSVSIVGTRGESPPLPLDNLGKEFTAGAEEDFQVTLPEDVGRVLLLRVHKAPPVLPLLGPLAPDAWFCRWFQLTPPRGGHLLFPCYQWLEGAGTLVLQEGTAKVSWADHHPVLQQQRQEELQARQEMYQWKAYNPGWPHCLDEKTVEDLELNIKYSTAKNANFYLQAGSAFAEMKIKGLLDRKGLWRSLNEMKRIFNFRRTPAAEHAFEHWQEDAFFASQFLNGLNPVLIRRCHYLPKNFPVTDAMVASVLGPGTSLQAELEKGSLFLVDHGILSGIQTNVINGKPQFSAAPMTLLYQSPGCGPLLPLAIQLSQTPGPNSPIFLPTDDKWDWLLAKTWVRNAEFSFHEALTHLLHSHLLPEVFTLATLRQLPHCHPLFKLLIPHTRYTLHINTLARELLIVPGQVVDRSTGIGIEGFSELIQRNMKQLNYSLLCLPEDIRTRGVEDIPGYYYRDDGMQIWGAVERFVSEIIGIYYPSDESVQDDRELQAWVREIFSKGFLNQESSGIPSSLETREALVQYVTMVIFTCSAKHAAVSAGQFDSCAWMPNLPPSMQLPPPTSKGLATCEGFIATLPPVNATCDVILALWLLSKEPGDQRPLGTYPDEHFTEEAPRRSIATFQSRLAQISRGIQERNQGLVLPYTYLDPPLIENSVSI
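Purified human 15hLO-2 (50 nM final) preincubated with compounds 15 min at room temperature in 25 mM Hepes pH 7.5, 0.01% Triton X-100, then 45 uM arachidonic acid added for 90 min; hydroperoxide detected via ferrous/xylenol orange, 573/405 nm absorbance ratio.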
ALOX12 inhib: 12-hLO (ALOX12) enzyme inhibition. P18054. AID 1452. purified 12-hLO, xylenol orange hydroperoxide absorbance. 150,000 compounds, 0.12% hits. Potency, µM (highest dose often 57.1 µM), without a hit: top-dose activity change, negative = inhibition, most hits filed as inhibitors; note: potency is the fitted concentration of half-maximal effect; nearly all actives have a fitted effect of over 55% in size; many of its hits are not listed in these tables
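150 nM 12hLO, 25 mM Hepes pH 7.0 + 0.01% Triton X-100; cpd preinc 15 min RT; 40 uM arachidonic acid, 30 min RT; Fe-XO 30 min; A573/A405 ratio as read-out.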
PNC assembly inh: perinucleolar compartment assembly inhibition | PC3M PTB-GFP, PNC prevalence imaging, 16 h; hits give low values | activity change (PNC), negative = inhibition, % at 10 µM | 140,000 compounds, 3.1% hits | AID 2417;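 active = readout at or below -70, meaning at least 70% loss of cells showing the perinucleolar compartment, a nuclear body marking cancer cells; inconclusive = readout between -30 and a set limit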;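 note: plate controls were DMSO wells for no effect and camptothecin positive control wells for full effect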
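PC3M cells stably expressing PTB-GFP, 750–1000 cells/well, treated 16 h at 37 °C with compound (23 nl of library stock), in duplicate. After paraformaldehyde fixation and Hoechst stain, imaged at 20x; PNC prevalence scored by image analysis.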
Active calls of the source: *; ? = inconclusive; . = no result given; & = joins results of further samples; [ ] = another dose, or the depositor's remark. Unless noted, calls come from the whole dose curve; as a rule, active = well fitted curve in the direction sought with a large enough effect; inconclusive = small, poorly fitted or top-dose-only effect, or another doubt; inactive = no such curve, though single readings can be large; an effect the other way counts as inactive or inconclusive. Unless noted, % is set by controls: 0 for no effect and ±100 for the full control effect.

15-hLO-2 inh	ALOX12 inhib	PNC assembly inh	IMPase inh	SMILES
1.5%	-2.5%	1.2	5.3	COc1ccc(Cn2c(C3CC3)nc3ccc(NC(C)=O)cc3c2=O)cc1
.	-3.6%	54.2	.	CC(C)CC(=O)NNC(=O)C(C)C
-6.1%	-7.2%	5.9	9.9	CCN(CC)S(=O)(=O)c1cccc(NC(=O)Nc2cccc(C(F)(F)F)c2)c1
-10.4%	-15.3%	12.1	6.3	Cc1ccc(S(=O)(=O)NC(C)C(=O)Nc2ccccc2C(=O)N2CCCC2)cc1 (stereo unspecified)
.	-2.8%	-8.6	?	O=C(Nc1ccccc1N1CCN(c2ccc(F)cc2)CC1)C12CC3CC(CC(C3)C1)C2
.	8.3%	-3.6	.	COC(=O)/C=C/C(=O)N1CCN(c2ccccc2C)CC1
-9.0%	-1.6%	11.1	-1.6	CCC(=O)Nc1ccccc1Nc1cc(C#N)c(C#N)cc1[N+](=O)[O-]
.	-0.8%	31.4	-4.5	CCOC(=O)c1c(N)sc(C(=O)N2CCCCC2)c1C
15.9%	-5.3%	?	-5.9	O=C(c1cccc(C(F)(F)F)c1)N1CCOC12CCN(c1ncc(C(F)(F)F)cc1Cl)CC2
5.1%	0.0%	-7.3	-8.3	O=C1C2(CCC13COC(c1ccc(O)cc1)OC3)COC(c1ccc(O)cc1)OC2 (stereo unspecified)
.	-5.0%	7.5	-10.1	CCSc1nnc(-c2ccc(C)cc2)c2ccccc12
42.2%[activator]	?	9.0	10.1	Cc1onc(-c2c(Cl)cccc2Cl)c1C(=O)N/N=C(\N)COc1ccc(Cl)cc1
-17.7%	-18.9%	26.1	3.6	CC(=O)c1c(N2CCN(Cc3ccccc3)CC2)[nH]c(-c2ccccc2)nc1=S
-11.1%	-3.5%	14.4	15.9	CC1Cc2nc(SCC(=O)c3ccccc3)n(Cc3ccccc3)c(=O)c2S1 (stereo unspecified)
.	2.8%	?	.	Cc1nn(C)c(C(=O)Nc2ccc(Br)cc2F)c1Br
.	9.9%	6.0	-5.2	Cc1ccc(-n2nnnc2-c2cnoc2-c2cccc(F)c2)cc1
.	-0.6%	?	.	CC(C)n1cnc2cc(NCc3nc4ccccc4n3C)ccc21
7.3%[2.29 µM]	-2.3%	-8.0	5.1	O=C(CCCN1C(=O)CCC1=O)Nc1ccc(Cl)c(C(F)(F)F)c1
-2.9%	1.3%	.	.	CC(C)CN1CCCC2(CCN(C(=O)c3cccc(F)c3)CC2)C1
11.4%	-3.0%	2.7	-5.8	CN1C(=O)C(O)(C2OC(C)(C)CCC2=O)c2ccccc21 (stereo unspecified)

Compound profiles (already shown). Values in the order: 15-hLO-2 inh, ALOX12 inhib, PNC assembly inh, IMPase inh
O=C(CCCN1C(=O)CCC1=O)Nc1ccc(Cl)c(C(F)(F)F)c1 in the list: 7.3%[2.29 µM], -2.3%, -8.0, 5.1
CC(=O)c1c(N2CCN(Cc3ccccc3)CC2)[nH]c(-c2ccccc2)nc1=S in the list: -17.7%, -18.9%, 26.1, 3.6
CCOC(=O)c1c(N)sc(C(=O)N2CCCCC2)c1C in the list: ., -0.8%, 31.4, -4.5
COc1ccc(Cn2c(C3CC3)nc3ccc(NC(C)=O)cc3c2=O)cc1 in the list: 1.5%, -2.5%, 1.2, 5.3
O=C1C2(CCC13COC(c1ccc(O)cc1)OC3)COC(c1ccc(O)cc1)OC2 (stereo unspecified) in the list: 5.1%, 0.0%, -7.3, -8.3

(further entries)
15-hLO-2 inh	ALOX12 inhib	PNC assembly inh	IMPase inh	SMILES
.	-2.8%	-22.3	11.2	C#CCN(C)CC/C=C1\c2ccccc2CSc2ccccc21
.	-1.3%	-12.2	.	Cc1csc(NC(=O)CSc2nnc(-c3cc(C)on3)o2)n1
.	2.1%	-12.6	.	COC(=O)c1c(NC(=O)c2cccnc2)sc(C(=O)N(C)C)c1C
.	1.5%	26.5	.	COc1cccc(C2Cc3ccccc3C(=O)O2)c1 (stereo unspecified)
.	3.6%	?	-2.9	Cc1ccc(C(=O)N[C@H](C(=O)OCC(=O)NC2CCS(=O)(=O)C2)C(C)C)cc1 (stereo partly specified)
-7.2%	-4.7%	?	3.3	CC1CCN(S(=O)(=O)c2ccc3[nH]c(=O)cc(C(=O)O)c3c2)CC1
.	-0.2%	25.0	-3.0	CC(Oc1ccc(Cl)cc1Cl)C(=O)NNC(=O)C(=O)N1CCCCC1 (stereo unspecified)
-2.3%	-4.6%	?	5.6	COc1ccc(-c2noc(COc3ccc4c(c3)OCO4)n2)cc1OC
-6.5%	-2.7%	46.7	-1.5	Nc1c(C(=O)NC2CCCCC2)nsc1C(=O)OCC(=O)NC1CCCCC1
1.4%	-3.1%	-18.7	10.2	CCc1ccc(N/C(SC)=C(/C#N)C(N)=O)cc1
-17.4%	-3.2%	-5.0	3.9	Cc1ccc2nc3c(cc(C(=O)NCc4cccnc4)c(=N)n3C(C)C)c(=O)n2c1
-6.3%	-3.8%	-28.3	4.7	CCC(C)(C(=O)NC1CCCCC1)N(Cc1ccco1)C(=O)c1ccc2c(c1)OCO2 (stereo unspecified)
-0.6%	1.9%	?	-0.3	O=C(NCCCN1CCOCC1)C1CCC(=O)N1C1CCCCC1 (stereo unspecified)
-5.0%	3.3%	?	4.4	Cc1cc(=O)[nH]c(SCC(=O)Nc2ccc(S(=O)(=O)N3CCCCC3)cc2)n1
.	-2.1%	?	-4.0	Cc1cc2cc(C)c3nnc(SCc4ccccn4)n3c2cc1C
.	-2.1%	?	0.1	CCCn1c(C)cc(/C=C(\C#N)C(=O)OCC(=O)Nc2ccc(OC)c(Cl)c2)c1C
15.6%	-5.1%	-86.4*	21.3	O=C(CN1CCN(c2ncc(C(F)(F)F)cc2Cl)CC1)Nc1ccc2c(c1)OCO2
-6.2%	-8.3%	12.3	10.2	CCOC(=O)COc1ccc(S(=O)(=O)Nc2ccc3c(c2)OCO3)cc1
-19.6%	-11.9%	?	12.2	COc1ccc(C2=CSC3=C(C(=O)c4cccc(S(=O)(=O)N(C)C)c4)CCN23)cc1
-1.4%	2.3%	?	1.0	COc1cccc(S(=O)(=O)Nc2ccc(C(=O)N3CCOCC3)cc2)c1
.	-0.3%	-28.5	.	CC1CCCN(C(=O)c2ccc3c(c2)C(=O)N(CCC2=CCCCC2)C3=O)C1 (stereo unspecified)
.	2.1%	6.0	.	COc1cccc(N/C(SCc2ccccc2F)=C(/C#N)C(=O)NCc2cccs2)c1
11.0%	-2.6%	39.3	6.7	Cc1cc(NC(=O)CSc2nnc(C(C)N(C)C)n2Cc2ccccc2)no1 (stereo unspecified)
-7.1%	4.1%	13.8	5.7	Cc1c(NS(=O)(=O)c2ccc3c(c2)c(=O)n(C)c(=O)n3C)c(=O)n(-c2ccccc2)n1C
-1.0%	-1.0%	42.1	2.8	O=C(Nc1ccncc1)Nc1ccccn1
-3.3%	0.0%	.	.	COCCn1c(=O)c(-c2cn(C)c3ccccc23)nc2cncnc21
-0.8%	-3.1%	-10.2	0.0	Cc1nnc(NC(=O)c2cc3n(n2)C(C(F)(F)F)CC(C2CC2)N3)s1 (stereo unspecified)
.	-2.8%	67.4	.	Cc1ccc(OCC(=O)N/N=C\c2ccncc2)c(C)c1
.	-3.7%	-108.4*	.	COc1ccc(/C=N/NC(=O)CCn2cnc(-c3ccccc3)c2-c2ccccc2)cc1
.	-10.2%	173.4	-4.1	CC1=C(C(=O)Nc2ccc(F)cc2)C(c2ccncc2)C2=C(CCCC2=O)N1 (stereo unspecified)
1.8%	8.4%	?	-8.0	C=CCOc1ccc(NC(=O)C2CC(=O)N(C(C)C)C2)cc1 (stereo unspecified)
18.0%	?	-21.0	?	CCCC(C)C(=O)Nc1nc(C)c(-c2csc(Nc3cc(OC)ccc3OC)n2)s1 (stereo unspecified)
.	-2.5%	-10.2	2.8	O=C(COc1ccccc1F)N/N=C1\CCCc2ccccc21
.	2.5%	134.6	-1.8	O=C(COC(=O)/C=C/c1ccccc1)NCCC1=CCCCC1
-13.7%	-2.2%	22.9	5.2	O=C(CSc1nnc(-c2ccco2)o1)N1c2ccccc2CCc2ccccc21
-6.0%	-3.1%	-0.6	-0.1	COC(=O)c1ccc2c(c1)NC(=O)C(N1CCOCC1)S2 (stereo unspecified)
2.9%	-8.6%	.	1.1	O=c1cc(CO)occ1O
15.1%&20.2%	-0.2%&-1.7%	.	10.2	O=C1OC(=O)C2C3CCC(O3)C12 (stereo unspecified)
15.2%	5.9%	18.9	6.9	Clc1ncccc1-c1nc2ccccc2n1Cc1ccccc1
.	2.9%	22.7	.	CCOc1nc(NC(=O)NS(=O)(=O)c2cccc(Cl)c2)nc(-c2ccccc2)n1
.	-12.2%	-11.6	.	COc1ccc(NS(=O)(=O)c2ccc3nc(COc4cccc5ccccc45)[nH]c3c2)cc1
.	-4.4%	-22.2	.	Cc1cc(NC2CCCCC2)nc(NCc2ccccc2)n1
-13.2%	-12.1%	28.0	-1.1	CCOC(=O)CN(C(=O)CSc1nnc(CNc2ccc(C)cc2C)n1CC)c1ccccc1
?	-27.6%	-20.3	2.8	COC(=O)C1=C(C)NC(=O)/C1=C\c1cc(C)n(-c2cccc(C)c2)c1C
.	0.9%	-20.9	.	CCS(=O)(=O)c1ccc(O)c(NC(=O)COc2ccc(OC)cc2)c1
-2.5%	1.6%	?	8.8	Cc1cc(=O)c2ccccc2s1
18.9%	-4.1%	10.8	-10.8	Cc1cccc(NC(=O)C2c3ccccc3C(=O)N3CCc4ccccc4C23)n1 (stereo unspecified)
6.5%	11.7%	-110.7*	3.3	CCOC(=O)CN1C(=O)C(O)=C(C(C)=O)C1c1ccc([N+](=O)[O-])cc1 (stereo unspecified)
-5.3%	-4.0%	45.0	9.2	CCc1nnc(NC(=O)C2CCCN2S(=O)(=O)c2ccc(C)cc2)s1 (stereo unspecified)
-1.9%	-21.4%	9.4	6.0	CCOC(=O)N1CCC(N2CCN(S(=O)(=O)c3ccc(Cl)cc3)CC2)CC1
.	-0.8%	-0.2	.	COc1cc(CCC(=O)Nc2cccc(S(=O)(=O)N(C)C)c2)cc(OC)c1OC
12.9%	-8.2%	-22.7	1.4	O=C(CSc1ncc(-c2ccc(F)cc2)[nH]1)NCc1ccco1
.	5.1%	23.1	0.8	C/C(=N/NC(=O)OC(C)(C)C)c1ccco1
2.6%	7.4%	12.9	3.0	Cc1cc(C)nc(SCCN2CCOCC2)n1
12.6µM*	?	.	1.6	O=c1c(O)c(-c2ccc(O)c(O)c2)oc2ccccc12
36.0%[activator]	-21.5%	-1.8	12.4	O=[N+]([O-])c1cccnc1N1CCC(c2cc(-c3ccc(Cl)cc3)n[nH]2)CC1
6.1%	-1.2%	32.7	-4.1	Cn1c(=O)c2c(nc(Oc3ccccc3)n2C)n(C)c1=O
13.3%	-3.4%	.	-4.1	N[C@H](C(=O)O)c1ccc(O)c(C(=O)O)c1
-6.5%	1.6%	2.2	3.9	Nn1c(Cc2ccccc2F)nnc1SCn1nnc2ccccc2c1=O
.	1.8%	-5.6	.	CN1C/C(=C\c2ccc(N3CCOCC3)cc2)C(=O)/C(=C/c2ccc(N3CCOCC3)cc2)C1
-16.4%	-8.0%	?	0.0	COc1ccc(-c2ccc(=O)n(CC(=O)Nc3cccc(O)c3)n2)cc1OC
14.5%	-9.8%	?	2.5	O=C(Sc1nnnn1C1CCCCC1)c1cccs1
